Screens deposited in PubChem by several laboratories.
PKA-R1A act – activates the PKA-R1A holoenzyme complex; PKA-R1A dissociation, Cy5-IP20 fluorescence polarization; scaled: DMSO 0%, 113 µM cGMP 100%; activation, % at 11.4 µM; 0.083% of 340,000 active; AID 504707;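 active = percent activation above the mean of all tested compounds plus 3 SD, cut at about 19% in these data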;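 also: higher means more PKAc released from R1A so a rise in polarization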
AddAB inh – less growth of phage-infected E. coli with AddAB | 0.29% of 330,000 active | E. coli expressing H. pylori AddAB, absorbance growth | AID 435030 | inhibition, % at 11.9 µM; in the data active = inhibition above about 12%;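 also: 0% = vehicle wells of infected cells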
phage Ecoli inh – E. coli growth loss with phage present; growth absorbance; inhibition, % at 11.9 µM; 0.26% of 360,000 active; AID 651602; in the data active = inhibition above about 11%
PfHsp90 set2 – reduces growth (ATP signal) of yeast expressing P. falciparum Hsp90; 0.32% of 310,000 active; inhibition, % at 9.4 µM; S. cerevisiae expressing PfHsp90, BacTiter-Glo ATP, 48 h; yeast lacking PDR1 and PDR3 efflux regulators; AID 504621;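 active = every replicate shows inhibition above about 80%, whatever the replicate mean, limit read from the data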;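 also: 0% = DMSO neutral controls and 100% = 20 µM radicicol positive controls; yeast relying on Plasmodium falciparum Hsp90 in place of its own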
Mot1-301 SUMO – blocks SUMOylation pathway, rescuing yeast Mot1-301 growth; 1% of 320,000 active; S. cerevisiae Mot1-301 growth rescue, ATP luminescence, 38.5C; percent above DMSO median, 100 means doubled; growth rescue, % at 18.8 µM;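 active = every valid replicate shows activation above 250% relative to neutral control wells; inactive = the rest, any valid replicate at or below 250%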;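 also: OY570 slx delta 5 strain wells were the positive control but not used for scaling; some compounds called inactive have numbers as strong as hits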
HTR5A ag – HTR5A agonism, opioid heterodimer counter-screen; P47898; HTR5A agonist assay, luminescence, cell-based; activation, % at 9.3 µM; 0.61% of 340,000 active; AID 504692; in the data active = activation mostly above about 9.5%, no sharp cut-off; inactive = mostly below about 7.6%;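 also: 0% = cells with vehicle only and 100% = reference agonist; strong numbers were not always called active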
HTR5A inv ctr – inverse agonist of human HTR5A in OPRM1-OPRD1 counter-screen; AID 504634; 0.083% of 340,000 active; P47898; inhibition, % at 9.3 µM; HTR5A cell line, luminescence, inverse agonism; in the data active = inhibition mostly above about 23%, no sharp cut-off; inactive = mostly below about 18%;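 also: 0% = cells with DMSO and 100% = no-cell wells with DMSO; some compounds called inactive have numbers as strong as hits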
Ecoli viability – bacterial growth inhibition, counter-screen for AddAB inhibitors | inhibition, % at 11.9 µM | E. coli V3065 growth, OD600 absorbance, 18 h | AID 449728 | 0.27% of 330,000 active;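 active = inhibition above the campaign's mean inhibition across all tested compounds plus 3 SD, cut at about 9.9% in these data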;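 also: uninfected addAB+ strain grown without phage in ampicillin broth; 0% = DMSO wells and 100% = ciprofloxacin 0.95 µg/ml wells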
MOR-DOR inv ag – inverse agonist of human OPRM1-OPRD1 heterodimerization | P35372+P41143 | cell-based MOR-DOR heterodimer luminescence, inverse agonism | inhibition, % at 9.3 µM | 0.21% of 340,000 active | AID 504357; in the data active = inhibition above about 22%, passing the limit was not always enough;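 also: 0% = cells with DMSO and 100% = wells without cells with DMSO; values of inactives mirror those of a sister screen read the other way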
Target sequence (P35372 whole entry, looked up): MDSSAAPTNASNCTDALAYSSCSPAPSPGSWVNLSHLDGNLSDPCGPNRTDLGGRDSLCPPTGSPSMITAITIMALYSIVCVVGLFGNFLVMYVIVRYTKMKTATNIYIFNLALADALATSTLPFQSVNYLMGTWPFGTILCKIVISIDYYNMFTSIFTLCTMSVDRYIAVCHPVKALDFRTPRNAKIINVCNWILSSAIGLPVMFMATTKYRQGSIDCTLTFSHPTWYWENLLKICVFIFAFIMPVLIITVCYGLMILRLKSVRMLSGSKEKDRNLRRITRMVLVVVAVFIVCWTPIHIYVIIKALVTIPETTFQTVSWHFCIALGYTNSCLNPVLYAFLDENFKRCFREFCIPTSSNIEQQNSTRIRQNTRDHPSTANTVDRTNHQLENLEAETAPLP
Target sequence (P41143 whole entry, looked up): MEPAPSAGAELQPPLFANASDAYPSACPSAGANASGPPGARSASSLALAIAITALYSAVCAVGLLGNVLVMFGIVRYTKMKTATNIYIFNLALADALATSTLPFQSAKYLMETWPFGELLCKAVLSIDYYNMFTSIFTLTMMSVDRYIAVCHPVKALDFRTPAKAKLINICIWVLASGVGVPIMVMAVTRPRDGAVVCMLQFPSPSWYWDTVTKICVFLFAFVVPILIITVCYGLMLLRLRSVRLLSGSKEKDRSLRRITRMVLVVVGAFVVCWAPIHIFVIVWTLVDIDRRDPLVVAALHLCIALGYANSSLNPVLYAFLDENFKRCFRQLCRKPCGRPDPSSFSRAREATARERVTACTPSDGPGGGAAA
MOR-DOR ag – OPRM1-OPRD1 heterodimerization agonism. P35372+P41143. activation, % at 9.3 µM. cells, luminescence. AID 504326. 0.3% of 340,000 active; in the data active = activation above about 18%;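 also: 0% = vehicle-treated cells and 100% = reference agonist; values of inactives mirror those of a sister screen read the other way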
Pemphigus Ab inh – human desmoglein-3 autoantibody binding inhibition; DSG3-coupled beads, scFv-anti-DSG3-GFP binding, flow cytometry; hits give low values; binding (percent of control), % at 10 µM; 0.48% of 310,000 active; AID 588358;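 active = binding more than 3 SD below its plate's average and above zero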;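 also: hits lower antibody fragment binding to DSG3; some compounds called inactive have numbers as strong as hits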
The depositor's hits bear a star; nt = no result given.

smiles	PfHsp90 set2	HTR5A inv ctr	Mot1-301 SUMO	PKA-R1A act	AddAB inh	MOR-DOR ag	MOR-DOR inv ag	phage Ecoli inh	Pemphigus Ab inh	HTR5A ag	Ecoli viability
CCn1cc(C(=O)N2CCN(c3ccc(F)cc3)CC2)c2cc(OC)c(OC)cc2c1=O	-35	-7	5	-7	-1.9	-1.9	10	1.1	96	2	-1.3
Cc1nnc(SCC(=O)Nc2cccc(C(F)(F)F)c2)n1Cc1ccco1	-15	16	-3	-1	0.5	-1.4	8	2.1	98	2	-3.4
Cc1ccc(Sc2ncccc2C(=O)NCC(c2ccc(F)cc2)N2CCOCC2)c(C)c1 (configuration not stated)	-6	2	3	-12	-2.4	-1.1	6	2.5	104	-1	1.3
Cc1ccc(S(=O)(=O)/N=C(/Nc2ccc([N+](=O)[O-])cc2)c2ccccc2)cc1	-49	2	-16	-7	4.4	3.3	-25	-0.7	nt	-1	-1.3
Cc1cn(CC(=O)NCCNc2ccc([N+](=O)[O-])cn2)c(=O)[nH]c1=O	4	-15	nt	-4	nt	-3.3	16	3.0	102	4	nt
COc1cccc(-c2cc(=O)c3cc(NC(=O)c4ccc(Cl)cc4)ccc3[nH]2)c1	-8	-14	256	1	-1.0	-6.4	30	1.6	102	0	-0.6
CC(C)CCn1c(SC(C)C(=O)NC2CC2)nc2ccccc2c1=O (configuration not stated)	35	-15	179	-5	2.7	-1.5	10	3.0	101	5	2.3
COc1ccc(NC(=O)Cn2c(=O)n(CC3CCCO3)c(=O)c3ccccc32)c(OC)c1 (configuration not stated)	-7	-22	nt	-11	0.6	-2.0	11	1.0	100	8	-1.7
Cc1ccc(C2C(C(=O)c3ccco3)=C(O)C(=O)N2c2ncccn2)cc1 (configuration not stated)	1	12	-8	4	-1.9	-3.1	16	0.7	102	3	0.4
COc1ccc(C)cc1S(=O)(=O)N1CCN(C/C=C/c2ccccc2)CC1	31	18	-10	-19	0.3	1.1	-4	2.2	103	-7	1.4
O=C(COC(=O)c1ccc[nH]c1=O)Nc1cc(S(=O)(=O)N2CCCCCC2)ccc1Cl	nt	19	nt	5	nt	-1.9	10	0.5	98	-8	nt
O=C(C1=C[C@H](c2ccc(C(F)(F)F)cc2)C[C@H](OCc2ccc(CO)cc2)O1)N1CCCCCCC1	-9	6	-38	-20	2.7	-0.6	3	nt	105	-3	-2.6
CCC(=O)c1cn(CC(=O)NCc2ccco2)c2ccccc12	-7	-45	nt	-9	1.8	1.3	-7	2.0	118	7	-0.6
CC(C)(C)NC(=S)N/N=C\c1ccc(-c2ccc([N+](=O)[O-])cc2)o1	nt	nt	-6	nt	2.8	nt	nt	-0.8	101	nt	-0.3
CCCC(=O)Nc1ccc(C(=O)N2CCCC2)cc1	8	-18	-6	-8	0.1	-3.2	18	2.5	104	1	-1.0
O=S(=O)(Nc1ccc(O)c(Sc2nc3ccccc3s2)c1)c1cccc2ccccc12	8	18	27	5	-1.0	2.9	-18	3.4	95	2	-2.0
COc1ccccc1C(CNC(=O)c1ccc(C)c(S(=O)(=O)N2CCCCC2)c1)N1CCCC1 (configuration not stated)	19	22	nt	-8	nt	1.9	-12	7.4	301	0	nt
CN(C)c1ccc(NC(=O)c2ccncc2)c2ccccc12	3	25	25	10	-3.8	2.1	-12	1.2	106	-6	0.2
Cc1cccc(Oc2ccccc2N)c1	-9	12	6	-12	-0.5	-1.1	6	nt	99	4	-0.7
CCOC(=O)N1CCN(C(=O)c2cccc(S(=O)(=O)Nc3ccccc3Cl)c2)CC1	-7	-16	5	2	1.7	-4.2	17	1.3	107	6	-1.8
COc1ccc(-c2csc(N(C)C(=O)c3cccs3)n2)cc1	nt	-14	nt	-3	2.2	-1.3	6	3.4	108	2	1.4
CC(NC(=O)c1c(O)c2ccccc2[nH]c1=O)c1ccccc1 (configuration not stated)	-33	14	15	5	-0.2	1.6	-8	1.4	98	1	0.0
Cc1nnc(SCc2cccc3ccccc23)n(N)c1=O	-11	-9	2	5	0.5	-1.6	8	2.8	104	0	-0.4
COc1cc(C(=O)Nc2ccc3nc(N4CCOCC4)sc3c2)cc(OC)c1OC	-9	0	9	-1	2.6	-2.7	14	2.8	104	0	0.2
COC(=O)c1cc(C#N)c(SCc2ccccc2)nc1C	nt	29	-9	-7	1.5	3.2	-16	4.1	102	-13	0.6
COc1cc(NC(=O)CCN2CCN(Cc3ccccc3)CC2)cc(OC)c1	nt	0	696*	1	0.5	-1.9	11	4.3	nt	0	1.5
Cc1ccc2nc(N(CCCN(C)C)C(=O)c3ccc4c(c3)CCCC4)sc2c1	35	20	-14	-4	-0.9	3.2	-17	6.1	146	2	-2.2
O=C1Nc2cc(Cl)c(Cl)cc2N(O)N1c1ccccc1Cl	9	11	37	-7	-0.2	-1.9	11	1.7	101	-4	-2.4
CCCCOC(=O)Nc1ccc(N2CCOCC2)cc1	-9	-12	0	0	-1.0	0.5	-2	3.5	97	4	1.7
COc1ccc(C(=O)NNC(=O)c2ccccn2)cc1	42	-1	-18	2	1.4	0.5	-3	1.2	84	8	0.7
COc1ccc(OCC(=O)N2CCN(C(=O)c3cccc(F)c3)CC2)cc1	-1	-11	119	-13	1.5	-2.4	14	3.2	97	-1	-0.7
COc1ccc(C2=NNC(c3ccco3)=Nc3ccc(F)cc32)cc1	-10	-12	5	-2	3.4	-2.7	14	4.9	101	5	1.2
COc1cccc(CNC(=O)c2ccccc2C(=O)NC(C)(C)C(=O)NCc2cccc(OC)c2)c1	-10	4	-14	5	2.3	-3.1	16	1.1	100	-1	2.2
COc1ccc(NC(=O)NCCCN2CCCC2=O)c(OC)c1	21	7	7	-13	-0.2	-0.7	3	2.9	93	4	-1.3
Cc1cccc(NC(=O)c2ccc(S(=O)(=O)NCc3cccnc3)cc2)c1C	-12	4	-13	3	0.1	0.0	0	2.4	nt	5	-0.5
O=C(Nc1nc2cc3c(cc2s1)OCO3)c1ccco1	33	-12	nt	-5	nt	-1.9	10	5.9	104	4	nt
Nc1nnc(SCCOc2ccc(Br)cc2)s1	2	7	11	-9	1.9	0.1	0	4.0	90	-4	0.6
CCCCC(CCC(=O)Nc1cc([N+](=O)[O-])ccc1O)C(=O)O (configuration not stated)	19	-8	15	2	-1.2	-4.0	20	3.9	106	3	-3.5
Cc1ccc(NC(=O)C2C(=O)N(CCO)C3(C)CC2c2ccccc2O3)cc1 (configuration not stated)	7	-28	-30	-2	-0.2	-2.5	13	-0.4	93	4	1.4
COc1ccccc1NC(=O)N(Cc1ccco1)Cc1cc2cccc(C)c2[nH]c1=O	-10	6	0	-5	1.9	0.8	-4	4.2	101	-2	0.5
CC(OC(=O)c1ccccc1)C(=O)NCCC1=CCCCC1 (configuration not stated)	nt	0	5	-3	-0.4	2.1	-10	3.1	116	2	0.5
CCOc1ccc(-c2nnc(-c3ccccc3)n2-c2ccccc2)cc1	1	-13	-5	7	-0.2	-0.4	2	1.7	nt	3	-0.6
CCN(CC)c1ccc(-c2c(C#N)c(N)nc(OC)c2C#N)cc1	7	16	3	-3	-0.6	2.6	-15	0.2	118	11	-0.4
c1ccc(-n2ncc3c(NCc4ccccn4)ncnc32)cc1	nt	-8	51	3	0.0	-1.0	6	nt	99	-1	2.3
Cc1cc(SCC(=O)N/N=C/c2ccc(O)cc2O)nc2ccccc12	-5	-12	3	-4	3.4	0.7	-3	0.1	109	3	5.2
CCCN(CCC)C(=O)CSc1nc2c(sc(=S)n2-c2ccc(OCC)cc2)c(=O)[nH]1	4	0	12	4	4.3	-1.9	10	1.7	104	-2	-1.3
COc1cc(NC(=O)c2ccc([N+](=O)[O-])cc2)c(OC)cc1NC(=O)CC(C)C	-33	-4	31	4	-1.1	0.1	0	3.7	96	1	0.5
COc1ccc(C(=O)Nc2cccc(/C=C(/CCC(=O)O)c3nc4ccccc4s3)c2)cc1	-6	-12	nt	5	nt	-3.4	17	2.9	93	3	nt
O=C(Oc1ccccc1)N(c1ccccc1)c1ccccc1	nt	nt	-5	nt	-0.1	nt	nt	1.0	114	nt	-1.8
CSc1nc(Oc2ccc(F)cc2F)cc(C(F)(F)F)n1	7	-19	15	-7	3.2	-1.5	6	0.9	nt	8	0.4
O=S1(=O)CCOCCCN1Cc1cccc(C(F)(F)F)c1	-2	-11	-15	-17	1.7	-1.6	9	1.6	98	4	2.5
Clc1cccc(OCCn2ccnc2)c1	-10	-1	-12	-6	2.5	-1.9	10	2.1	105	0	1.6
C/C(=N\N=C(/N)SC1CC(=O)N(c2cccc(Cl)c2)C1=O)c1cccs1 (configuration not stated)	6	-6	374*	-1	4.4	-1.2	5	2.6	128	-2	0.6
CCc1nc(N2CCCC2C(=O)O)c2oc3ccccc3c2n1 (configuration not stated)	0	-3	-10	5	1.3	-1.0	5	-0.1	103	1	1.8
CCc1cccc(NC(=S)N(CCN(C)C)C(C)c2ccncc2)c1 (configuration not stated)	-15	-1	10	-3	0.7	-2.8	15	2.0	99	3	0.5
CC1(C)CC(=O)c2c(nc(SCC(=O)Nc3nsc(-c4ccccc4)n3)c(C#N)c2-c2ccccc2)C1	1	-7	136	8	-2.2	2.3	-13	1.6	105	3	0.7
COc1ccccc1N1CCN(C2CC(=O)N(C)C2=O)CC1 (configuration not stated)	-26	-6	-10	-4	3.4	-1.5	8	3.2	106	2	2.2
CC(=O)Nc1ccc(OC(=O)c2cc3ccccc3oc2=O)cc1	14	22	-10	11	2.7	0.7	-4	0.0	79	-9	2.0
CC1CCc2cc(F)ccc2N1C(=O)CSc1nnc(-c2cccs2)n1C (configuration not stated)	nt	-9	23	-10	-1.2	0.2	-1	1.2	109	4	-2.2
COc1ccccc1OCC(=O)NCC1CCCN(Cc2cnn(C(C)C)c2)C1 (configuration not stated)	nt	-5	2	3	0.2	-2.2	13	0.6	nt	1	-3.6

Other structures follow:
smiles	PfHsp90 set2	HTR5A inv ctr	Mot1-301 SUMO	PKA-R1A act	AddAB inh	MOR-DOR ag	MOR-DOR inv ag	phage Ecoli inh	Pemphigus Ab inh	HTR5A ag	Ecoli viability
COc1ccc(NC2CCCN(C(=O)CCN3CCOCC3)C2)cc1 (configuration not stated)	33	16	-14	-1	-0.6	-4.1	21	1.3	106	-1	1.4
COc1ccc(/C=N/Nc2nonc2N)c(OC)c1	-17	29	nt	-4	-0.2	-1.4	7	8.8	101	-1	-0.1
Cc1ccc2nc(/C(C#N)=C\c3ccc(Oc4ccc(C(F)(F)F)cc4[N+](=O)[O-])cc3)[nH]c2c1	-2	15	18	-1	4.3	4.4	-24	3.9	101	4	-1.2
CCC(NC(=O)Cc1c(C)c2c(cc(C)c3c(C)c(C)oc32)oc1=O)C(=O)O (configuration not stated)	3	-19	12	-3	nt	-0.6	3	1.3	94	5	nt
